High-throughput results from PubChem.
SIAH1 antagonists – Siah-1 peptide-binding antagonists, primary screen, biochemical, fluorescence polarization, rhodamine-plectin, uHTS (AID 1817); displacement, % at 20 µM, or IC50 in µM where a hit was titrated; 290,000 compounds, 0.02% hits; E3 ubiquitin-protein ligase SIAH1 (Homo sapiens); Siah-1 / rhodamine-plectin peptide fluorescence polarization; higher % means a stronger effect;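 active = displacement of at least 50% at 20 µM, with a fluorescence ratio check between 0.3 and a set limit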;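 note: plate controls were Siah plus tracer with DMSO for no effect and tracer alone without Siah for full effect; strong numbers were not always called active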
Dengue-2 NS5 capping – Dengue-2 NS5 methyltransferase inhibitors, primary screen, biochemical, confirmation dose response (AID 588689); 340,000 compounds, 0.3% hits; inhibition, % at 25 µM, or IC50 in µM where a hit was titrated; Dengue-2 NS5 methyltransferase capping enzyme assay, biochemical; higher % means a stronger effect; Genome polyprotein (Dengue virus type 2 (strain 16681-PDK53)); in the data active = a potency from the dose series
GPR35 arrestin U2OS – GPR35 antagonists blocking zaprinast-driven arrestin recruitment, primary screen, imaging, U2OS, beta-arrestin-GFP, zaprinast agonist (AID 2058). G-protein coupled receptor 35 (Homo sapiens). U2OS GPR35 beta-arrestin-GFP translocation imaging, zaprinast antagonism; higher % means a stronger effect. one-dose inhibition, % at 10 µM; IC50 in µM for titrated hits. 290,000 compounds, 0.052% hits;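 active = inhibition of at least 50% with at least 30 cells and total cytoplasm GFP at most 10,000,000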
GPR55 LPI antagonism – GPR55 antagonists blocking LPI-driven arrestin recruitment, primary screen, imaging, U2OS, beta-arrestin-GFP, LPI agonist (AID 2013) | inhibition, % at 10 µM, or IC50 in µM where a hit was titrated | U2OS GPR55 beta-arrestin-GFP translocation imaging, LPI antagonism; higher % means a stronger effect | 290,000 compounds, 0.13% hits;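 active = spots per cell inhibited over 60%, with over 100 cells counted and total cytoplasm intensity under 500,000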;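 note: U2OS cells stably carrying GPR55 and arrestin-GFP stimulated by 5 µM LPI near EC80; imaged beta-arrestin-GFP aggregate spots per cell after agonist stimulation; plate controls were LPI-stimulated DMSO wells for no effect and DMSO wells without LPI for full effect; some results filed as inactive read as strong as hits; confirmed hits need IC50 under 10 µM and bright autofluorescent wells are also inconclusive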
NTR1 agonist – agonists of NTR1, primary screen, imaging, U2OS cells, beta-arrestin-GFP, high content (AID 493036). activation, % at 20 µM. 330,000 compounds, 0.17% hits. NTR1-U2OS beta-arrestin-GFP spot imaging, agonist mode;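 active = activation at or above 40% of the spot to cytoplasm intensity ratio, with at least 20 cells analyzed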;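 note: 0% = DMSO without peptide and 100% = 100 nM NTR1 peptide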
Target sequence (P30989 whole entry, looked up): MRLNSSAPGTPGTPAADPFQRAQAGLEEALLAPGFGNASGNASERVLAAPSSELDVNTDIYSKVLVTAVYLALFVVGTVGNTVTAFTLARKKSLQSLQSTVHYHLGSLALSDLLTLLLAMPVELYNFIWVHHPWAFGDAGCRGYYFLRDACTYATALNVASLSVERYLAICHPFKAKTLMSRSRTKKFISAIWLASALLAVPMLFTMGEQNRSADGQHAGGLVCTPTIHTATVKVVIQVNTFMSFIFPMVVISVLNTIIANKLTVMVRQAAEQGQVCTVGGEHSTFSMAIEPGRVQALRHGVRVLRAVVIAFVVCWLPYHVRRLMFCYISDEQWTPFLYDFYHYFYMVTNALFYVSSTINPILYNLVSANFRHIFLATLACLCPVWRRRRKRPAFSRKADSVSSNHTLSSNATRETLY
AID2073 – inhibitors of Mint1-CaV2.2 protein interaction, biochemical, HTRF (AID 2073). 290,000 compounds, 0.19% hits. HTRF protein-protein interaction, Mint1-CaV2.2; higher % means a stronger effect. Voltage-dependent N-type calcium channel subunit alpha-1B (Homo sapiens). inhibition, % at 20 µM, or IC50 in µM where a hit was titrated; in the data active = inhibition mostly above about 51%, no sharp cut-off; note: some results filed as inactive read as strong as hits
HIV peptide binding – inhibitors of HIV fusion peptide binding, primary screen, biochemical, uHTS, fluorescence dequenching (AID 1986); inhibition, % at 20 µM; hits with a dose series show IC50 in µM; 290,000 compounds, 0.3% hits; cell-free peptide binding, fluorescence dequenching, 30 min; higher % means a stronger effect; in the data active = inhibition mostly above about 52%, no sharp cut-off; inactive = mostly below about 76%; note: some results filed as inactive read as strong as hits
GPR55 activation – GPR55 agonists via beta-arrestin recruitment, primary screen, imaging, U2OS cells, beta-arrestin-GFP redistribution (AID 1961); G-protein coupled receptor 55 (Homo sapiens); U2OS GPR55 beta-arrestin-GFP redistribution imaging; higher % means a stronger effect; one-dose activation, % at 10 µM; EC50 in µM for titrated hits; 290,000 compounds, 0.048% hits;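 active = activation above 40% with more than 50 cells counted in the well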;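 note: U2OS osteosarcoma cells stably expressing GPR55 and beta-arrestin-GFP; plate controls were DMSO negative control for no effect and LPI positive control for full effect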
K1F lysis inhibition – inhibition of K1F phage lysis, E. coli UTI89, bacterial capsule biogenesis inhibitors, alamar blue (AID 488966). E. coli UTI89 K1F phage lysis, alamar blue, 2 h; higher % means a stronger effect. inhibition, % at 100 µM, or IC50 in µM where a hit was titrated. 340,000 compounds, 0.02% hits;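 active = phage lysis inhibition, versus mean bacterial control, above a set limit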;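 note: capsule biogenesis inhibitors block K1F phage lysis so surviving cells raise fluorescence; higher fluorescence means more inhibition of phage lysis; actives were called in the ten point dose series up to 300 µM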
NTR1 agonist cell count 20 µM – recorded beside NTR1 agonist, whose call it bears; cell count; measured here: cell count, cytotoxicity flag
Dengue-2 NS5 capping pilot replicate – second read-out of Dengue-2 NS5 capping, no call of its own (marks repeat the call); inhibition, %; measured here: pilot screen replicate inhibition
Numbers without * were called inactive; . = no result given; [ ] = remark or other dose.

SMILES	SIAH1 antagonists	Dengue-2 NS5 capping	GPR35 arrestin U2OS	GPR55 LPI antagonism	NTR1 agonist	NTR1 agonist cell count 20 µM	AID2073	HIV peptide binding	GPR55 activation	K1F lysis inhibition	others
CC1CCc2c(C(=O)NCC3CCCO3)csc2C1 (stereo unspecified)	0%	-6%	-7%	-26%	0.2	53	1%	-1.2%	-0.1%	0.4%
C=CCNC(=O)c1cc2c(=O)n3ccccc3nc2s1	5%	1%	-12%	-1%	-1.1	92	37%	1.4%	-0.1%	0.1%
C=CCNc1nc(C(=O)OCC(=O)c2ccc(C)c([N+](=O)[O-])c2)cs1	7%	4%	2%	19%	0.5	50	7%	3.2%	0.0%	-0.3%[50 µM]
COc1ccc(/C=N/S(=O)(=O)c2cccs2)cc1	5%	-1%	-6%	8%	0.0	76	0%	0.0%	-0.1%	-0.1%
O=C(CCc1nnc(C2CCCCC2)o1)NCCCOc1cccnc1	10%	0%	6%	-14%	-0.8	88	2%	-0.9%	0.8%	0.5%
O=S1(=O)CCN(Cc2csc(-c3cccs3)n2)CC1	3%	-12%	5%	6%	1.8	57	-4%	-1.3%	-0.2%	-0.4%
CCc1cc(=O)oc2cc(C)cc(OC(=O)c3ccco3)c12	0%	3%	9%	2%	-0.9	84	13%	-2.0%	-0.1%	0.1%
Cc1ccc(C(=O)O)cc1NC(=O)CN1C(=O)C2C3c4ccccc4C(Br)(c4ccccc43)C2C1=O (stereo unspecified)	7%	-3%	-6%	6%	4.2	34	5%	14%	-0.5%	-1.2%
O=C(CNC(=O)c1ccc2ccccc2c1)NCc1ccc(F)cc1	3%	-8%	-5%	8%	0.8	50	18%	-1.2%	0.3%	0.3%
CC(=O)Nc1cc(C(=O)OCC(=O)c2ccc(C)cc2)ccc1C	-4%	0%	-8%	6%	-0.4	43	-2%	-2.2%	0.1%	-0.3%
Cc1ccc(S(=O)(=O)N2CCCCC2)cc1NC(=O)Cn1c(=O)cnc2ccccc21	-5%	-11%	51%	1%	-1.5	65	19%	-0.4%	-0.1%	0.2%
CCCc1nc(SCC(=O)Nc2nnc(CC)s2)c2c(C)c(C)sc2n1	0%	3%	16%	5%	0.2	49	12%	1.6%	-0.2%	-0.1%
O=C(NCCCn1ccnc1)/C(=C\c1cccnc1)NC(=O)c1ccco1	-5%	-4%	14%	4%	0.1	47	4%	-1.2%	-0.4%	-0.3%
COc1ccccc1C(O)c1nccn1C (stereo unspecified)	-4%	-4%	-5%	2%	0.0	56	11%	-0.4%	-0.1%	1.4%
COC(=O)c1c(C)nc2ccccc2c1-c1ccccc1	1%	-4%	8%	6%	-1.3	76	-3%	-1.6%	-0.1%	0.1%
O=C(CCCN1C(=O)/C(=C/c2cccc(Br)c2)SC1=S)N1CCOCC1	-1%	-5%	-7%	1%	2.9	51	5%	-2.8%	-0.1%	-1.6%
CC(/C=C/C=C/c1ccccc1)=N/NC(=O)CNc1ccccc1C	-7%	1%	-17%	9%	1.0	68	3%	-0.8%	-0.2%	0.1%
CCCCNC(=O)C1C2C=CC(C2)C1C(=O)O (stereo unspecified)	1%	-7%	-18%	4%	-1.2	69	6%	-2.3%	-0.1%	8.7%
COc1ccc(NC(=S)NCc2cccs2)cc1OC	8%	-12%	-10%	13%	-1.2	45	0%	-1.5%	0.4%	-0.2%
CCOc1cc(NC(=O)c2ccco2)c(OCC)cc1NC(=O)Cc1ccc(OC)c(OC)c1	5%	-5%	-11%	-1%	3.3	89	10%	3.3%	0.2%	0.6%
CCOc1ccc(Cn2nnc(C(=O)NCCc3ccc(Cl)cc3)c2N)cc1	-1%	-1%	-4%	6%	0.8	65	2%	0.6%	-0.1%	-0.1%
CCOC(=O)C1CCCN(C(=O)c2c(-c3ccccc3Cl)noc2C)C1 (stereo unspecified)	1%	-9%	-6%	6%	-0.8	91	5%	-0.1%	-0.1%	3.6%
COc1ccc2nc(NC(=O)CSc3nnc4n3C(C)(C)Cc3ccccc3-4)sc2c1	1%	-1%	14%	10%	7.7	100	11%	-1.0%	0.9%	0.0%	Dengue-2 NS5 capping pilot replicate=-2.4
CC1CCN(CCCCOc2ccccc2-c2ccccc2)CC1	1%	-1%	12%	31%	2.1	63	-1%	1.6%	0.1%	0.1%
CCN(CC)CCn1c(=N)n(CC(O)c2ccc(OC)c(OC)c2)c2ccccc21 (stereo unspecified)	0%	-1%	29%	1%	-1.8	94	-8%	-0.9%	-0.1%	-0.1%

Sorted by molecular weight (smallest number first): part of the list above
SMILES	SIAH1 antagonists	Dengue-2 NS5 capping	GPR35 arrestin U2OS	GPR55 LPI antagonism	NTR1 agonist	NTR1 agonist cell count 20 µM	AID2073	HIV peptide binding	GPR55 activation	K1F lysis inhibition	others
CCCCNC(=O)C1C2C=CC(C2)C1C(=O)O (stereo unspecified)	1%	-7%	-18%	4%	-1.2	69	6%	-2.3%	-0.1%	8.7%
CC1CCN(CCCCOc2ccccc2-c2ccccc2)CC1	1%	-1%	12%	31%	2.1	63	-1%	1.6%	0.1%	0.1%
COc1ccc2nc(NC(=O)CSc3nnc4n3C(C)(C)Cc3ccccc3-4)sc2c1	1%	-1%	14%	10%	7.7	100	11%	-1.0%	0.9%	0.0%	Dengue-2 NS5 capping pilot replicate=-2.4

Returning to the listing with the 3 entries that preceded the break.
SMILES	SIAH1 antagonists	Dengue-2 NS5 capping	GPR35 arrestin U2OS	GPR55 LPI antagonism	NTR1 agonist	NTR1 agonist cell count 20 µM	AID2073	HIV peptide binding	GPR55 activation	K1F lysis inhibition	others
COc1ccc2nc(NC(=O)CSc3nnc4n3C(C)(C)Cc3ccccc3-4)sc2c1	1%	-1%	14%	10%	7.7	100	11%	-1.0%	0.9%	0.0%	Dengue-2 NS5 capping pilot replicate=-2.4
CC1CCN(CCCCOc2ccccc2-c2ccccc2)CC1	1%	-1%	12%	31%	2.1	63	-1%	1.6%	0.1%	0.1%
CCN(CC)CCn1c(=N)n(CC(O)c2ccc(OC)c(OC)c2)c2ccccc21 (stereo unspecified)	0%	-1%	29%	1%	-1.8	94	-8%	-0.9%	-0.1%	-0.1%
CCN(CC)C(=O)Cn1cc(C(=O)C(=O)NCc2cccs2)c2ccccc21	-12%	-1%	4%	5%	0.4	71	-8%	-0.9%	0.0%	0.1%
Cc1cc(N=Cc2c(O)n(-c3ccc(C)c(C)c3)c(=O)c3ccccc23)no1	0%	.	-5%	15%	.	.	6%	-1.1%	0.2%	.
CCOC(=O)c1c(S(=O)(=O)Nc2cccc(-c3ccno3)c2)c(C)n(C)c1C	-1%	2%	-7%	-4%	-1.1	47	5%	2.0%	-0.2%	0.1%
COc1ccc(OCC(O)CNC(=O)Nc2ccc(Cl)cc2)cc1 (stereo unspecified)	-1%	-13%	-16%	3%	1.3	91	0%	0.4%	0.1%	0.1%
O=c1ccc(-c2ccc(S(=O)(=O)Nc3ccc(F)cc3)o2)n[nH]1	-4%	9%	12%	-6%	1.3	63	6%	-2.7%	0.2%	0.0%
CCS(=O)(=O)c1nc(S(=O)(=O)c2ccc(C)cc2)c(N2CCCC2)s1	-5%	32%	19%	-10%	-2.1	56	-7%	-0.4%	0.2%	-0.4%
COc1ccc(C(=O)N/C(=C\c2cn(C)c3ccccc23)C(=O)NCCCn2ccnc2)cc1	-1%	-6%	10%	14%	-0.5	62	-4%	-0.9%	-0.2%	0.3%
O=C(N/C(=C\c1ccc2c(c1)OCO2)C(=O)N1CCOCC1)c1cccs1	2%	1%	-8%	6%	1.4	50	-1%	1.0%	-0.3%	4.6%
CCN(CC)CCCOC(=O)C1(c2ccccc2)CCCC1	-2%	-1%	-6%	2%	-0.1	45	5%	2.7%	0.3%	1.4%[50 µM]
COC(=O)C1CCN(S(=O)(=O)Cc2ccccc2Cl)CC1	-4%	-1%	-1%	17%	0.4	60	-1%	0.3%	-0.1%	0.0%	Dengue-2 NS5 capping pilot replicate=-4.0
CCCCNC(=O)c1onc(CSc2cccc(C)c2)c1C(=O)O	3%	-2%	-8%	5%	2.1	76	0%	1.2%	-0.2%	0.8%
Cc1ccccc1C(=O)N(Cc1cccs1)C1CCS(=O)(=O)C1 (stereo unspecified)	13%	-6%	2%	8%	-0.2	35	17%	1.2%	-0.2%	-1.1%
O=C(O)CCN(Cc1ccccc1)S(=O)(=O)c1ccccc1Cl	-2%	2%	8%	4%	.	.	-4%	-0.6%	-0.4%	0.6%
CCOP(=O)(c1ccccc1)c1nc(-c2ccccc2C)oc1NCc1ccccc1 (stereo unspecified)	-2%	-1%	12%	-6%	6.7	50	21%	-1.0%	-0.1%	-1.3%
CC(=O)OCC1OC(c2ccccc2)C(OC(C)=O)C(OC(C)=O)C1OC(C)=O (stereo unspecified)	-6%	-8%	-10%	-11%	-0.1	96	0%	-0.2%	0.9%	6.6%
CN1CCN(C2CCCCC2NS(=O)(=O)c2ccc(Cl)cc2)CC1 (stereo unspecified)	5%	2%	7%	-3%	-1.3	47	0%	-0.9%	-0.2%	0.3%
O=C(NCc1ccccc1)N1CCN(c2ccccc2F)CC1	7%	.	-10%	-3%	0.0	50	3%	1.0%	-0.3%	0.1%
O=C(O)c1ccccc1-n1cccc1C(=O)O	1%	.	-1%	5%	0.7	56	2%	-0.9%	-0.2%	.
O=C1c2cccc3cccc(c23)C(=O)N1c1ccc(O)cc1	0%	-2%	0%	5%	0.3	49	9%	-2.1%	-0.1%	0.3%

Quoted at random: three entries already listed
SMILES	SIAH1 antagonists	Dengue-2 NS5 capping	GPR35 arrestin U2OS	GPR55 LPI antagonism	NTR1 agonist	NTR1 agonist cell count 20 µM	AID2073	HIV peptide binding	GPR55 activation	K1F lysis inhibition	others
CN1CCN(C2CCCCC2NS(=O)(=O)c2ccc(Cl)cc2)CC1 (stereo unspecified)	5%	2%	7%	-3%	-1.3	47	0%	-0.9%	-0.2%	0.3%
O=C1c2cccc3cccc(c23)C(=O)N1c1ccc(O)cc1	0%	-2%	0%	5%	0.3	49	9%	-2.1%	-0.1%	0.3%
O=C(N/C(=C\c1ccc2c(c1)OCO2)C(=O)N1CCOCC1)c1cccs1	2%	1%	-8%	6%	1.4	50	-1%	1.0%	-0.3%	4.6%
